Mito fusion act = blocks mitochondrial division or promotes mitochondrial fusion | S. cerevisiae fusion-defective mutant growth rescue, CellTiterGlo 48 h | Potency, µM (highest dose often 46.1 µM), for inactives: at the top dose growth rescue (activation), usual class: activators | 320,000 tested, 0.23% active | AID 485298;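 also: potency is read from the fitted curve at half-maximal effect; % of control where 0% means no effect; nearly all actives have a fitted effect of over 45% in size; temperature-sensitive fusion mutants such as fzo1-1 at 37 °C on non-fermentable ethanol glycerol medium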
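Growth-rescue viability read-out: after 48 h at the non-permissive 37C in glycerol/ethanol YPEG, yeast mitochondrial fusion mutants are measured by CellTiterGlo luminescence; compounds (23 nl pinned per well) restoring growth score as division inhibitors or fusion activators.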
AT treatment = candidate therapy for ataxia-telangiectasia. […] A-T fibroblasts, KAP-1 phosphorylation AlphaLISA; neocarzinostatin DNA damage 30 min before lysis. Potency, µM (titrated, usually from 57.5 µM), for inactives: at the top dose activation, actives largely listed as activators. 320,000 tested, 0.19% active. AID 485349; also: potency is read from the fitted curve at half-maximal effect; % of control where 0% means no effect; nearly all actives have a fitted effect of over 45% in size
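ATM-like activity read as KAP-1 phosphorylation via AlphaLISA donor/acceptor antibody pairs after lysis and 6 hr at 25C. Cells were ATM-null patient fibroblasts ([…], hTERT), dosed 60 min, then exposed to the DSB inducer NCS for 30 min.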
a7 integrin act = activators of alpha7 integrin expression for muscular dystrophy; alpha7betagal myoblasts, beta-gal FDG fluorescence, 48 h; 350,000 tested, 0.064% active; Potency, µM (series often up to 38.3 µM), without a hit: top-dose activation, most hits filed as activators; AID 624291;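 also: potency is read from the fitted curve at half-maximal effect; 100% = response of the positive control SU9516; nearly all actives have a fitted effect of over 60% in size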
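alpha7betagal+/- myoblasts (passage 13, 250/well) treated 48 h at 37C with compounds at 1:260 dilution of DMSO stock. Lysed, then beta-galactosidase activity read as FDG fluorescence (ex 480/em 540) after 30 min, with pre-read for autofluorescence.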
PTAP TSG101 blk = blocks PTAP/TSG101 interaction to inhibit HIV-1 budding; Q99816; Fluorescence polarization, FITC-PTAP peptide / Tsg101 binding; Potency, µM (top dose mostly 115 µM), inactives show at the top dose activity change, negative = inhibition, usual class: inhibitors; 340,000 tested, under 10 active; AID 493005; active = well fitted inhibition curve with a large enough effect in the main read-out, with a control signal flat, not every such curve was filed as active; inconclusive = small, poorly fitted or top-dose-only effect, or effect the other way, or a change in a side signal; inactive = no such curve, though single readings can be large or run the other way; also: potency is read from the fitted curve at half-maximal effect; % of control where 0% means no effect
Target sequence (Q99816 whole entry, looked up): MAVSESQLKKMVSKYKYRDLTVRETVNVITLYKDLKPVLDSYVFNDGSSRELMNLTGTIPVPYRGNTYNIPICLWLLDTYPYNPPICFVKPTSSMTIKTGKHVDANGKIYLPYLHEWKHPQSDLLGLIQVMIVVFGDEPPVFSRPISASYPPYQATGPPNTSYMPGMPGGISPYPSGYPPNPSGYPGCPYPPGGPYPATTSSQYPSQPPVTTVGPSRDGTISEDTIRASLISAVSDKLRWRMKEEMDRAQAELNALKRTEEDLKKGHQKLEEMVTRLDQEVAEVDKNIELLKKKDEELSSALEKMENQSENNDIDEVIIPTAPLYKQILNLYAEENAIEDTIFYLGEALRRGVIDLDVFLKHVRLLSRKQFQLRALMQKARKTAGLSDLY
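Fluorescence anisotropy tracks displacement of a FITC-tagged PTAP peptide (50 nM) from the Tsg101 binding domain (10 uM), following a 20 min room-temperature incubation at pH 7.5.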
Tb PFK block = T. brucei PFK enzyme inhibition | Potency, µM (top dose mostly 57.5 µM), without a hit: top-dose activity, negative = inhibition, most hits filed as inhibitors | 330,000 tested, 0.17% active | T. brucei PFK, ADP-Glo luminescence | O15648;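 also: potency is read from the fitted curve at half-maximal effect; 0% = uninhibited 1x PFK enzyme wells and -100% = no-enzyme wells; nearly all actives have a fitted effect of over 60% in size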
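ADP-Glo luminescence quantified ADP after 45 min at room temperature, with 1.25 nM T. brucei PFK, 0.1 mM ATP and 0.5 mM fructose-6-phosphate in pH 8.0 TEA buffer. qHTS titrations up to 57 µM; curves classified by quality.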
TCR activator = T cell receptor activation | primary human leukocytes, anti-CD3, IL-2 HTRF, 48 h | AID 504894 | 330,000 tested, under 10 active | Potency, µM (series often up to 9.22 µM), without a hit: at the highest dose activation of IL-2 secretion, usual class: activators; also: % of control where 0% means no effect
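Using a-CD3 beads without co-stimulation, primary human leukocytes were exposed to compounds for 48 hr. An HTRF IL-2 kit measured the cytokine, with europium-to-d2 energy transfer producing emission at 665nm upon 320nm excitation.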
ELG1 repair inh = inhibitors of ELG1-dependent DNA repair in HEK293T cells; HEK293T ELG1-luciferase reporter, luminescence, 16 h; DNA damage induced by 5-fluorouridine; 330,000 tested, 2.3% active; Potency, µM (series often up to 46.1 µM), for the others: at the highest dose activity change, negative = inhibition, hits mostly inhibitors; also: potency is read from the fitted curve at half-maximal effect; % is scaled to controls: 0 for no effect and ±100 for the full control effect; nearly all actives have a fitted effect of over 55% in size
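In this reporter screen, reduction of luminescence relative to DMSO vehicle indicated activity. Compounds and 5-fluorouridine were added together to 2,000 cells per well, incubated for 16 hr at 37 °C, then developed with ONE-Glo.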
TSHR antag = blocks TSH signaling through the human TSH receptor; P16473; TSHR-expressing cells, TSH-stimulated cAMP HTRF, 2 h; hits give low values; activity change, negative = inhibition, % at 11.5 µM; 330,000 tested, 0.2% active;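 active = activity change below a set negative limit, meaning inhibition stronger than a set level, cut at about -70% in these data; inconclusive = activity change between two set negative limits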; also: % is scaled to controls: 0 for no effect and ±100 for the full control effect
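Cell-based HTRF cAMP assay; TSHR cells + compound, TSH EC80 (4nM final), 2 h, 37 deg C. Lysis with anti-cAMP cryptate and cAMP-d2, 30 min RT, read 665/620 nm.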
Eya2 phos inh = inhibitors of human Eya2 phosphatase activity | recombinant Eya2, OMFP fluorescence dephosphorylation (OMFP is methylfluorescein phosphate) | Potency, µM (highest dose often 76.9 µM), for inactives: at the top dose activity, negative = inhibition, hits mostly inhibitors | 330,000 tested, 0.006% active | AID 488837; also: potency is read from the fitted curve at half-maximal effect; % is scaled to controls: 0 for no effect and ±100 for the full control effect
Target sequence (O00167 whole entry, looked up): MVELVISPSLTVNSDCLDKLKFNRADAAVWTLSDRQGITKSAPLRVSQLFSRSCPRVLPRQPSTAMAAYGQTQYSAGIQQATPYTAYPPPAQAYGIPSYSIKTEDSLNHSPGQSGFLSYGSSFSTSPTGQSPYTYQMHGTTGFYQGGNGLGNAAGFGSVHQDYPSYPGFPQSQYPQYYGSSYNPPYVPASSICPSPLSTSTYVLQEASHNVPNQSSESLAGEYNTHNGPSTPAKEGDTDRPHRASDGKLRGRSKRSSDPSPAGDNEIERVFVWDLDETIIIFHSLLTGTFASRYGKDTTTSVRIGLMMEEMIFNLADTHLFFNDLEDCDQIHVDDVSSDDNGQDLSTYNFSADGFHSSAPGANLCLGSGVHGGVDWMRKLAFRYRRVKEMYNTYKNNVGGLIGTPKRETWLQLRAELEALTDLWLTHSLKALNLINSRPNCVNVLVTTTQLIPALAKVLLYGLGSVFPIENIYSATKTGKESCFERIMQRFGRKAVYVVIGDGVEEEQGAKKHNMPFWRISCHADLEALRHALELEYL
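Eya2 (0.2 uM) preincubated 10 min at ambient with compound, then OMFP substrate added at 50 uM; 10 min reaction in 50 mM HEPES pH 7.5, 50 mM NaCl, 5 uM MgCl2, 0.05% BSA, 1 mM DTT. Fluorescence read at Ex 485/Em 525 nm.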
Chronic BCR inh = chronic active BCR signaling inhibition. 340,000 tested, 0.05% active. ABC-DLBCL IkBa-CBG/CBR reporter, luminescence ratio, 4 h. Potency, µM (doses to about 46.1 µM), inactives show at the highest dose ratio change, negative = lower green/red ratio, usual class: inhibitors; active = well fitted inhibition curve with a large enough effect in the signal ratio, with a control signal flat, not every such curve was filed as active; inconclusive = small, poorly fitted or top-dose-only effect, or effect the other way, or a change in a side signal; the % refers to the signal ratio;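 also: potency is read from the fitted curve at half-maximal effect; plate controls were basal doxycycline-induced cells for no effect and cells given 10 µM MG132 for full effect; MG132 reads +100%, hits lower the ratio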
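TMD8 human ABC-DLBCL cells with doxycycline-inducible IκBα–green luciferase fusion and unfused red luciferase, in 0.5% FBS medium; compounds up to 46 uM, 4 h at 37C. Green/red luminescence ratio, filter-overlap corrected, fitted to concentration-response curves.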
ASM inhibitor = blocks human secretory acid sphingomyelinase; placental ASM, HMU-PC fluorogenic substrate, 60 min; AID 504937; P17405; Potency, µM (doses to about 57.5 µM), inactives show at the top dose activity change, negative = inhibition, most hits filed as inhibitors; 340,000 tested, 0.006% active; also: potency is read from the fitted curve at half-maximal effect
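Steps: dispense placental human ASM, pin compound, wait 10 min at room temperature, add HMU-PC0 substrate at 9 uM final, incubate 60 min at 37 °C, add stop solution raising pH to 10, read fluorescence.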
Starred values were filed as active, the others as inactive; u = inconclusive; x = not tested or not shown; [ ] = remark or other dose. Unless noted, calls follow the shape of the dose curve; as a rule, active = well fitted curve in the direction sought with a large enough effect; inconclusive = small, poorly fitted or top-dose-only effect, or another doubt; inactive = no such curve, though single readings can be large; an effect the other way counts as inactive or inconclusive.

Every second line gives: Mito fusion act	AT treatment	a7 integrin act	PTAP TSG101 blk	Tb PFK block	TCR activator	ELG1 repair inh	TSHR antag	Eya2 phos inh	Chronic BCR inh	ASM inhibitor
1. Cc1nn(-c2cccc(C(F)(F)F)c2)c(=O)c2ccccc12
  11%	5%	-27%	-4%	-10%	x	18%	-11	-13%	-5%	-3%
2. OCCNCCCCOc1ccc(F)cc1
  -1%	-2%	-7%	-1%	-14%	-5%	1%	6	3%	-15%	0%
3. CSc1nc2ccc(NS(=O)(=O)c3ccc([N+](=O)[O-])cc3)cc2s1
  8%	-2%	-6%	-4%	0%	2%	-5%	-4	8%	u	-8%
4. C=CCn1c(SCCN2CCOCC2)nc2c1c(=O)[nH]c(=O)n2C
  -3%	2%	18%	-3%	0%	1%	-2%	13	15%	6%	2%
5. NC(=O)C1CCN(Cc2nc3c(Br)cc(Br)cc3c(=O)[nH]2)CC1
  2%	0%	12%	-9%	0%	x	3%	3	-9%	-1%	0%
6. Cn1c(Sc2ccc([N+](=O)[O-])cc2C(F)(F)F)nnc1-c1ccccc1
  0%	1%	-50%[inhibitor]	-8%	-11%	0%	-5%	30	-26%	-1%	-1%
7. Cc1ccc(-c2cc(C(F)F)n3ncc(C(=O)N4CCN5CCCC5C4)c3n2)cc1 (centres undefined)
  3%	-8%	30%	-2%	18%	-6%	u	12	3%	-2%	32%[activator]
8. Cc1nc2ccc(C(=O)N3c4ccccc4CC3C)cc2s1 (centres undefined)
  -1%	1%	-11%	-7%	3%	-2%	-11%	-4	4%	-6%	-2%
9. Cc1ccc(NC(=O)COC(=O)Cn2cnc3ccccc32)cc1S(=O)(=O)N(C)C
  -7%	1%	-15%	-1%	0%	-3%[46.1 µM]	2%	-2	9%	2%	-22%
10. CCCc1nn2c(=O)cc(COc3ccc(NC(=O)c4ccco4)cc3)nc2s1
  1%	0%	-16%	-5%	1%	-6%	-2%	-5	-6%	1%	4%
11. Cc1nc(N2CCN(Cc3ccc(Cl)cc3)CC2)c2oc3ccccc3c2n1
  4%	3%	-7%	-1%	1%	1%	18µM*	-18	-11%	2%	-9%
12. Cc1nnc(N2C(=O)C(=O)/C(=C(\O)c3ccc4c(c3)CC(C)O4)C2c2ccccc2)s1 (centres undefined)
  0%	4%	28%	0%	0%	1%	u	22	-2%	9%	4%
13. O=C(Cc1ccccc1[N+](=O)[O-])N1CCN(S(=O)(=O)c2ccccc2)CC1
  -1%	-2%	1%	-2%	-2%	-3%	0%	-8	0%	6%	x
14. COc1cc(/C=C2/C(=O)ON=C2C)ccc1OCc1ccccc1F
  5%	18%	15%	-4%	3%	-2%	u	-17	-4%	u	-1%
15. NC(=O)COC(=O)CC(c1ccccc1)c1ccccc1
  13%	-3%	12%	-6%	-1%	0%	22%	-7	-16%	-4%	3%
16. CC(C)NC(=O)Nc1ccc2c(c1)C(=O)N([C@H](C)CO)C[C@H](C)[C@@H](CN(C)C(=O)Nc1ccc3c(c1)OCO3)O2
  x	8%	-10%	0%	8%	-1%	-1%	-3	-1%	u	2%
17. O=C(COC(=O)c1ccco1)Nc1ccc([N+](=O)[O-])cc1Cl
  -1%	0%	-36%	0%	-1%	6%	15%	-6	-3%	0%	-3%
18. O=S(=O)(c1ccc2nc(SCc3ccc(Cl)cc3)[nH]c2c1)N1CCOCC1
  1%	-10%	-1%	-2%	3%	-1%	-18%	-5	2%	-6%	-30%
19. Cc1ccc(NC(=O)c2ccc3c(c2)OCCO3)nc1
  6%	-3%	11%	-1%	-17%	-2%	u	0	-9%	u	0%
20. CSc1nccn1CC(=O)Nc1ccc(F)cc1
  0%	0%	5%	-5%	5%	-2%	5%	1	-1%	-13%	-2%
21. CC(C)Cn1c(-c2ccco2)nc2c(c(=O)c3ccccc3n2C)c1=O
  u	-5%	x	x	10%	-9%[46.1 µM]	-25%	2	-14%	0%	x
22. Cc1ccc(C(=O)NCCCN2CCOCC2)c(C)c1
  1%	-13%	40%	0%	-7%	-2%	19%	3	6%	1%	-3%
23. c1ccc(CNC2=NCCCC2)cc1
  2%	7%	24%	0%	4%	3%	2%	12	-13%	4%	-2%
24. COc1ccc(CN2C(=O)c3ccccc3C2C(=O)NCc2cccnc2)c(OC)c1 (centres undefined)
  4%	2%	-7%	-5%	8%	-1%	-25%	9	13%	u	0%
25. COc1ccc(C(=O)NC2CC2)cc1OC1CCN(Cc2ccc(NC(C)=O)cc2)CC1
  0%	-3%	22%	-3%	2%	2%	-19%	2	-11%	12%	3%
26. Cc1ccc(S(=O)(=O)N2CCCC2CNC(=O)c2ccc(F)c(F)c2)cc1 (centres undefined)
  18%	-9%	-19%	-3%	-8%	-1%	-5%	2	-6%	u	3%
27. CCCc1cc2c(cc1NS(=O)(=O)c1ccc(CCNC(C)=O)cc1)OCO2
  0%	-4%	-19%	0%	1%	0%	-1%	8	-29%	u	-1%
28. COc1cc(NS(=O)(=O)c2ccc3[nH]c(=O)[nH]c3c2)cc(OC)c1
  2%	-1%	5%	-8%	-4%	0%	-4%	4	-2%	-4%	5%
29. Cc1ccc(C)c(OCCNc2ncccc2[N+](=O)[O-])c1
  2%	2%	19%	2%	-1%	-1%	5%	-10	-21%	2%	-12%
30. CCOC(=O)c1sc(NC(=O)CC)c(C#N)c1C
  3%	0%	9%	1%	-1%	-2%	44%	1	-18%	-1%	-1%
31. Cn1c(=S)[nH]c2cccnc21
  -4%	4%	21%	-2%	-10%	2%	7%	0	0%	-3%	-1%
32. COc1ccc(CCNC(=O)COc2ccc(S(=O)(=O)NC(C)C)cc2)cc1OC
  19%	-2%	9%	0%	2%	0%	9%	25	-14%	-3%	-1%
33. COc1cccc(NC(=S)N2CCN(S(C)(=O)=O)CC2)c1
  -1%	10%	11%	-3%	3%	1%	5%	4	-7%	1%	2%
34. Cc1ccc(C(=O)Nc2ccccc2-c2ccccc2)cc1[N+](=O)[O-]
  20%	1%	31%	-5%	-1%	0%	-16%	-7	u	11%	-2%
35. CCN1CCN(CCC(=O)Nc2cc(OC)cc(OC)c2)CC1
  0%	-6%	-9%	2%	1%	5%	5%	-43	-13%	9%	2%
36. CCCc1nc2ccccc2c(C(=O)OCC(=O)NCc2ccc3c(c2)OCO3)c1CC
  u	-2%	17%	-8%	-1%	-3%[46.1 µM]	u	-8	-4%	u	u
37. CC(=O)NS(=O)(=O)c1ccc(NS(=O)(=O)c2ccc3ccccc3c2)cc1
  0%	2%	-8%	-10%	-13%	2%	-1%	9	-20%	3%	-1%
38. COCCNC(=O)C12CC3CC(CC(Cl)(C3)C1)C2
  2%	-3%	41%	-1%	4%	-8%	0%	1	3%	1%	7%
39. Cc1ccc(CCNc2ccccc2C)cn1
  -3%	-1%	u	5%	-8%	10%[46.1 µM]	10%	0	4%	-2%	2%
40. O=C(CSc1ncccn1)N1CCN(S(=O)(=O)c2ccccc2)CC1
  0%	u	16%	-7%	2%	2%	-5%	-2	13%	-6%	0%
41. COc1ccc(Cl)cc1-n1c(=S)sc2c(=O)[nH]c(SCC(=O)NCC3CCCO3)nc21 (centres undefined)
  0%	1%	17%	x	-2%	x	6%	20	-17%	0%	4%
42. CCOC(=O)COc1c(OC)cc(Cl)cc1C1Nc2ccccc2C(=O)N1c1ccccc1 (centres undefined)
  20%	4%	-12%	-4%	4%	-2%	-17%	5	-30%	u	294%[activator]
43. Cc1[nH]c2ccccc2c1C(=O)CN1C(=O)C(=O)N(Cc2ccco2)C1=O
  -1%	2%	7%	-6%	u	2%	12%	10	-9%	12%	-1%
44. COc1ccc(NC(=O)COC(=O)CCc2cc(OC)c(OC)c(OC)c2)c([N+](=O)[O-])c1
  -2%	11%	-14%	-1%	14%	-16%	9%	21	-14%	-20%	-5%

Screening results (PubChem BioAssay)
